AmpC no deterg: inhibitors of E. coli AmpC beta-lactamase without detergent. P00811. AmpC nitrocefin hydrolysis, absorbance 480 nm, 0.0001% Triton. Potency, µM (titrated, usually from 57.1 µM), inactives show at the highest dose activity change, negative = inhibition, most hits filed as inhibitors. hit rate 0.52% among 330,000;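 further: potency means the concentration at half of the fitted maximal effect; plate controls were no compound for no effect and no enzyme for full effect; nearly all actives have a fitted effect of over 20% in size; some results filed as inactive show a strong effect at the top dose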
Target sequence (P00811 whole entry, looked up): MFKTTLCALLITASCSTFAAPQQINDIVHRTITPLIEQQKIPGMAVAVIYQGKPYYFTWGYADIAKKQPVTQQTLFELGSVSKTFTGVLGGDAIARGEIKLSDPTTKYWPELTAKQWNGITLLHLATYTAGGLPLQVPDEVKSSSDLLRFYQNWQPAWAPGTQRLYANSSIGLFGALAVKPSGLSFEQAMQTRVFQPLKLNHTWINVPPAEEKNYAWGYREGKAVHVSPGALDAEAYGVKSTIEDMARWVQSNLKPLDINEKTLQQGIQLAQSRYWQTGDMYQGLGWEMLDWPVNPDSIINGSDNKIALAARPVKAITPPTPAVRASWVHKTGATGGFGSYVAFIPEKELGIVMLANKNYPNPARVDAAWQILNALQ
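AmpC (5.3 nM in the dispensed reagent) in 20 mM phosphate pH 7.0 with 0.01% (detergent screen) or 0.0001% Triton X-100 was preincubated with compounds for 15 min at room temperature. Nitrocefin was then added from an 800 uM solution, and hydrolysis was followed at 480 nm.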
AMA1-RON2 inh: inhibitors of Plasmodium falciparum AMA1-RON2 interaction | AlphaScreen AMA1-biotinylated RON2 peptide binding | Potency, µM (doses to about 58.2 µM), inactives show top-dose activity change, negative = inhibition, actives largely listed as inhibitors | hit rate 0.2% among 360,000;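 further: potency means the concentration at half of the fitted maximal effect; 0% = vehicle wells and -100% = peptide control; nearly all actives have a fitted effect of over 45% in size; some results filed as inactive show a strong effect at the top dose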
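AMA1 (3D7) with his tag at 25 nM final met compounds first, then biotinylated RON2 peptide at 25 nM; detection used donor plus acceptor beads, 10 µg/mL apiece, read by AlphaScreen after 30 min at room temperature.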
HCV inhibitor: inhibitors of hepatitis C virus infection; Huh7.5.1 HCVcc-Cre infection, luciferase reporter, 44 h; Potency, µM (top dose mostly 41.8 µM), for the others: top-dose activity change, negative = inhibition, most hits filed as inhibitors; hit rate 3.4% among 340,000; further: potency means the concentration at half of the fitted maximal effect
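Compounds are dispensed onto cells plated 4 h earlier at 1,000 per well, with HCVcc-Cre virus (about 0.5 moi) added next. Following 44 h of culture, luminescent signal is measured for 15 sec after 15 min with substrate at room temperature.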
AmpC detergent: inhibitors of E. coli AmpC beta-lactamase with detergent; P00811; AmpC hydrolysis of nitrocefin, absorbance 480 nm, 0.01% Triton; Potency, µM (highest dose often 114 µM), for inactives: top-dose activity change, negative = inhibition, usual class: inhibitors; hit rate 0.041% among 370,000; AID 485294;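 further: potency means the concentration at half of the fitted maximal effect; 0% = no-compound wells and -100% = no-enzyme wells; nearly all actives have a fitted effect of over 25% in size; some results filed as inactive show a strong effect at the top dose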
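20 mM phosphate pH 7.0 + 0.01% (detergent screen) or 0.0001% Triton X-100; 5.3 nM AmpC reagent; cpd preinc 15 min RT; nitrocefin (800 uM stock) to start; A480 q20 s × 4 min; Activity was normalised to no-enzyme and no-compound control wells.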
TbPYK inhibitor: inhibitors of Trypanosoma brucei pyruvate kinase. Q57TT1. TbPYK enzyme, Kinase-Glo Plus ATP luminescence, 45 min. Potency, µM (highest dose often 76.8 µM), without a hit: at the top dose activity, negative = inhibition, actives largely listed as inhibitors. hit rate 0.12% among 410,000. AID 624173; further: potency means the concentration at half of the fitted maximal effect; nearly all actives have a fitted effect of over 50% in size
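ADP (130 uM final) triggers the TbPYK reaction after compound addition; incubation is 45 min at room temperature. Kinase-Glo Plus is then added and luminescence imaged. Normalized data are fitted to concentration-effect curves.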
HCMV antiviral: human cytomegalovirus inhibition | HFF cells, HCMV-luciferase reporter, 72 h; hits give low values | activity change, negative = inhibition, % at 57.5 µM | hit rate 4.5% among 410,000; in the data active means activity change below about -60%; inconclusive means no clear call, values can overlap the other calls; inactive means above about -39%
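After 16 h attachment at 37C, HFF cells received test compound and HCMV-luciferase (1 PFU/cell); reporter luminescence read 72 h later, data normalized against buffer-only and known inhibitor Salinomycin.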
LmPK inhibitor: LmPK (Leishmania mexicana) enzyme inhibition; Q27686; purified LmPK, Kinase-Glo ATP luminescence, 1 h; Potency, µM (titrated, usually from 57.5 µM), without a hit: at the top dose activity change, negative = inhibition, actives largely listed as inhibitors; hit rate 0.37% among 290,000; further: potency means the concentration at half of the fitted maximal effect
Target sequence (Q27686 whole entry, looked up): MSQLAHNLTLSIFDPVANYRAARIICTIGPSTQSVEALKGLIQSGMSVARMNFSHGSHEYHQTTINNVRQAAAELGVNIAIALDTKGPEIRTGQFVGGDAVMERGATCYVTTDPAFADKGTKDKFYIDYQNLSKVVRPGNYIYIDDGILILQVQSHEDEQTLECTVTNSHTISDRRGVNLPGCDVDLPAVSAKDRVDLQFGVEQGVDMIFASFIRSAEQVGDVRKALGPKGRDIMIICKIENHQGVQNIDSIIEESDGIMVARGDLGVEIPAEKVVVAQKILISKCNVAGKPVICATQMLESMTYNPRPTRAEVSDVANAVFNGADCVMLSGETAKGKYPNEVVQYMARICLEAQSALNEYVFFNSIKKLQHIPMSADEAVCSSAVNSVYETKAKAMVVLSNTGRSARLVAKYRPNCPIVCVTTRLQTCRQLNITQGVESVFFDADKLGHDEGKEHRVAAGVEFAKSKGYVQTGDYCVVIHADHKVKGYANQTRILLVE
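Pyruvate kinase activity monitored as ATP production (luciferase luminescence). Conditions: 0.1 nM enzyme, 0.5 mM PEP, 0.1 mM ADP, 1 h, RT; normalized against uninhibited and no-enzyme wells.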
* = called active by the depositor; ? = inconclusive; . = not tested or not shown; & = joins results of further samples; [ ] = dose if it differs, or a comment. Unless noted, the call rests on the fitted dose curve; in most records, active means well fitted curve in the direction sought with a large enough effect; inconclusive means small, poorly fitted or top-dose-only effect, or another doubt; inactive means no such curve, though single readings can be large; an effect the other way counts as inactive or inconclusive. Unless noted, on the % scale 0 is the no-effect control and ±100 the full control effect.

SMILES	AmpC no deterg	AMA1-RON2 inh	HCV inhibitor	AmpC detergent	TbPYK inhibitor	HCMV antiviral	LmPK inhibitor
CC1CCc2cc(F)ccc2N1C(=O)CSc1nnc2c3ccccc3n(C)c2n1 (stereo not drawn)	-17.3%	-0.5%	?	-9.5%	-4.8%	-27.4	8.6%
COc1ccc(N/C=C(\C=C\C#N)S(=O)(=O)c2ccccc2)cc1	-25.4%	-0.2%	5.6%	1.9%	-0.4%	-5.5	5.0%
Cc1ccc(CCNC(=O)C2CCN(S(=O)(=O)c3ccc4c(c3)oc(=O)n4C)CC2)cc1	-18.3%	-3.0%	20.2%	-3.1%	7.5%	-22.9	7.5%
O=C(/C=C/c1ccco1)NCc1ccc2c(c1)OCO2	-25.3%	4.5%	1.9%	-0.7%	2.7%	0.9	-3.1%
CCOC(=O)c1c(-c2ccccc2)csc1NC(=O)c1cc(-c2ccccc2OC)on1	.	-14.1%	-8.5%	.	?	-11.8	.
COc1ccc(-c2nc(SC(CC(=O)NCc3ccccc3)c3ccc(OC)c(OC)c3)n[nH]2)cc1 (stereo not drawn)	-38.9%	-6.3%	-28.2%	?	-5.3%	?	2.1%
O=C(O)Cc1c[nH]c2cccc(O)c12	-43.7%	-19.1%	-12.3%	5.1%	-14.7%	4.6	-0.5%
COc1ccc(-n2c(C)cc(C(=O)CSc3nnc(-c4ccoc4C)n3C)c2C)cc1	15.6%	0.0%	?	-18.2%	-4.3%	?	0.0%
CCCn1c(C)cc(C(=O)COC(=O)c2cc(S(=O)(=O)NCC(C)C)c(Cl)cc2Cl)c1C	-28.1%	-9.1%	10µM*	-6.1%	-2.1%	-6.8	6.8%
c1ccc(-c2nnsc2-c2ccccc2)cc1	-18.7%	32.6%[activator]	-10.1%	?	5.3%	.	7.3%
O=C1C2CCCN2C(c2ccccc2)N1c1ccccn1 (stereo not drawn)	-12.4%	-8.2%	5.7%	6.7%	4.8%	0.5	-0.9%
COc1ccc(CCNC(=O)Cn2cc(C(F)(F)F)cc(Cl)c2=O)cc1	-7.4%	7.9%	5.8%	-9.3%	3.8%	?	1.9%
CC(=O)N1N=C(c2ccco2)CC1c1ccc(C)cc1 (stereo not drawn)	-32.2%	-14.2%	0.4%	-9.0%	-11.4%	-15.7	-1.7%
COC(=O)Cn1cc(C(=O)c2ccccc2F)c2ccccc21	-9.2%	-2.3%	-4.3%	-0.4%	-18.3%	-3.8	-0.4%
CC(=O)N1CCN(c2ccc(S(C)(=O)=O)cc2[N+](=O)[O-])CC1	-6.3%[11.4 µM]	-0.4%	19.1%	?	-1.5%	17.4	2.2%
COc1cc(F)ccc1-c1csc(C(NC(C)=O)c2ccc(F)c(F)c2)n1 (stereo not drawn)	.	0.0%	.	.	1.7%	5.2	.
Cc1cc2c(=O)n(Cc3ccco3)c(SCC(=O)c3ccc(Cl)s3)nc2s1	28.2µM*	6.4%	?	-1.2%	-13.9%	-64.6*	1.5%
COc1cc(Br)cc2cc(C(=O)N3CCN(C(=O)c4ccco4)CC3)c(=O)oc12	13.7%	-19.7%	6.7%	?	-1.6%	12.4	0.0%
COc1cc(C(=O)N2CCN(C(=O)C3CCCO3)CC2)cc(OC)c1OC (stereo not drawn)	-13.9%	16.4%	24.9%	1.9%	-0.3%	-15.8	.
OC[C@@H]1CN(Cc2ccccc2)C[C@H](n2cnc3c(N4CCCC4)ncnc32)O1	.	18.5%	.	.	0.5%	-14.5	.
Cc1cc(C)c(C#N)c(Nc2ccc3c(c2)OCCO3)n1	-2.7%	-0.4%	1.8%	?	-5.4%	93.4	5.9%
CC(C)C[C@@H](COCc1ccc(F)cc1)N1CCN(C(=O)c2cccc(C(F)(F)F)c2)CCC1=O	.	3.7%	.	.	8.6%	32.3	.
COc1ccc(-n2c(Cn3c(=O)sc4ccccc43)nnc2SCC(=O)N2CCCC2)cc1	54.2%	0.0%	-6.3%	?	-12.2%	-11.3	-1.0%
O=C(C1CC1)N1CCc2cc(Br)cc(S(=O)(=O)N3CCCCCC3)c21	11.8%	-9.0%	?	-2.2%	-2.5%	20.8	-0.1%
COc1ccc(-n2c(SCc3ccc([N+](=O)[O-])cc3)nnc2-c2ccc(C)cc2)cc1	-10.2%	-17.5%	?	-2.1%	-26.7%	?	-1.6%
Fc1ccccc1COc1ccc(/C=N/NC(=S)NCc2ccccc2)cc1	-39.0%	81.3%[activator]	0.0%	-9.4%	-13.1%	-17.4	7.9%
COCCCN1C(=O)C(CC(=O)NC2CCCCC2)CC(C(=O)N(C(C)C)C(C)C)=C1C (stereo not drawn)	.	74.4%	.	.	3.4%	-19.0	.
Cn1c(-n2cccc2)c(-c2c(-c3ccccc3)[nH]c3c2c(=O)[nH]c(=O)n3C)c(=O)[nH]c1=O	-17.1%	.	.	-10.9%	-10.0%	-2.9	.
COc1ccc(/C=C/c2nc3ccccc3c(=O)o2)cc1	-18.2%	-14.4%	18.4%	0.7%	-25.1%	-94.9*	-14.2%
CCOC(=O)N1CCN(C(=O)CCC2CCCC2)CC1	-3.2%	1.4%	14.0%	-0.5%	8.3%	-28.5	0.0%
C=CCn1cc(C(=O)NCCN(CC)CC)c(=O)c2cc(S(=O)(=O)N3CCCCCC3)ccc21	54.4%	-1.1%	6.3%	4.8%	0.8%	-39.3	1.7%
O=C(COC(=O)c1cnccn1)c1ccc(Cl)c([N+](=O)[O-])c1	-16.5%	5.5%	-1.1%	1.5%	-1.3%	-12.0	1.4%
Oc1ccc(NCc2ccccc2OCc2ccccc2)cc1	-28.6%	-9.7%	-5.0%	19.6%&3.3%	?	?	-1.3%
CC(C)n1nc(C(=O)Nc2nnc(SCc3c(Cl)cccc3Cl)s2)c2ccccc2c1=O	-32.0%	27.3%	?	1.3%	1.1%	-7.3	-4.9%
COc1cc(C(=O)N2CC(C)OC(C)C2)c([N+](=O)[O-])cc1OC (stereo not drawn)	-10.7%	1.8%	3.6%	-9.6%	-9.3%	24.3	1.2%
CCC(=O)N1C(C(=O)O)CSC1c1ccc(OC)cc1 (stereo not drawn)	-9.8%	-7.3%	15.5%	?	-3.7%	10.4	10.2%
COc1ccc2cc(C3(C)NC(=O)N(CC(=O)N4CCCCC4)C3=O)ccc2c1 (stereo not drawn)	37.4%	2.5%	-5.6%	.	-3.0%	-38.2	.
NC(=O)C1CCCNC1 (stereo not drawn)	-15.9%	33.1%[activator]	1.4%	?	2.4%	-29.6	-5.3%
CCN(c1ccccc1)S(=O)(=O)c1ccc(OC)c(NC(=O)CNCCc2ccccc2)c1	-4.0%	-9.6%	7.08µM*	-2.4%	2.7%	-33.0	4.5%
Cc1ccc(NC(=O)CC(C)S(=O)(=O)c2ccc3c(c2)NC(=O)CO3)c(Cl)c1 (stereo not drawn)	-32.5%	-5.3%	-17.6%	-0.5%&12.5%	-1.8%&2.9%	-38.0&-11.2	-0.3%
Cc1cccc(C)c1-n1nnnc1C1(C)CCC(=O)N1CC1CCCCC1 (stereo not drawn)	.	0.0%	.	.	3.5%	6.3	.
COC(=O)C1=C(c2ccc(S(C)(=O)=O)cc2)C[C@@H]2CC[C@H]1N2C(=O)N1CCCC1	.	-0.6%	-1.0%	.	4.7%	6.1	.
CCOC(=O)C1CCCN(C(=O)C(CCSC)NC(=O)COc2ccccc2)C1 (stereo not drawn)	14.8%	0.0%	4.2%	-8.9%	-2.0%	2.2	.
CCOC(=O)COc1cc(N)c(Cl)cc1Cl	-5.2%	-1.1%	?	9.5%	-2.2%	-38.5	0.9%
CCCn1nc2cc(C(=O)NCC34CC5CC(CC(C5)C3)C4)ccc2c1OCC	22.9%	-3.2%	?	0.9%	1.3%	0.0	-2.5%
O=C(Cc1ccccc1F)N1CCC(c2nc3c(nnn3Cc3ccc(F)cc3)c(=O)[nH]2)CC1	.	.	.	20.6%	-2.3%	-4.4	.
Cc1ccc(N2C(=O)CSCC2=O)cc1	-14.9%	6.4%	-1.0%	?	2.1%	-3.0	0.5%
CCC(=O)Nc1ccc(S(=O)(=O)NC[C@H]2O[C@@H](n3cc(C)c(=O)[nH]c3=O)C[C@@H]2O)cc1	.	-8.7%	.	.	-19.1%	12.9	.
C[C@H](CO)N1C[C@H](C)[C@@H](CN(C)C(=O)Nc2ccccc2)Oc2ccc(NC(=O)Cc3ccccc3)cc2C1=O	96.2%[activator]	1.8%	-4.3%	.	-2.3%	-39.8	.
Cc1ccc(S(=O)(=O)C2(C(=O)N3CCN(C4CCCCC4)CC3)CC2)cc1	44.2%	17.5%	-14.4%	-11.3%	0.2%	24.8	2.3%

Next section.
SMILES	AmpC no deterg	AMA1-RON2 inh	HCV inhibitor	AmpC detergent	TbPYK inhibitor	HCMV antiviral	LmPK inhibitor
CCOC(=O)c1ccccc1NC(=O)CSc1nnnn1C1CCCCC1	0.7%	-0.4%	?	0.8%	-2.1%	4.8	4.4%
O=C(Nc1ccccc1)N(Cc1ccccc1)C1=NCCS1	1.8%	8.3%	7.0%	-16.1%	-1.0%	25.6	-5.7%
O=[N+]([O-])c1ccc(/C=N/NC2=NS(=O)(=O)c3ccccc32)cc1	-14.4%	25.5%	3.2%	5.8%	0.5%	-17.6	1.5%
COc1ccc(C2SCCN2S(=O)(=O)c2ccccc2)cc1OC (stereo not drawn)	-22.9%	-3.0%	-0.8%	1.5%	-1.3%	?	13.4%
O=C(CSc1nnc(-c2ccccc2)n1C1CCCCC1)Nc1ccc(S(=O)(=O)Nc2ccccn2)cc1	33.5%	3.5%	-18.2%	-0.4%	-7.2%	-7.4	0.3%

Gathered by group: those above with a furan ring, fused or not.
SMILES	AmpC no deterg	AMA1-RON2 inh	HCV inhibitor	AmpC detergent	TbPYK inhibitor	HCMV antiviral	LmPK inhibitor
O=C(/C=C/c1ccco1)NCc1ccc2c(c1)OCO2	-25.3%	4.5%	1.9%	-0.7%	2.7%	0.9	-3.1%
COc1ccc(-n2c(C)cc(C(=O)CSc3nnc(-c4ccoc4C)n3C)c2C)cc1	15.6%	0.0%	?	-18.2%	-4.3%	?	0.0%
CC(=O)N1N=C(c2ccco2)CC1c1ccc(C)cc1 (stereo not drawn)	-32.2%	-14.2%	0.4%	-9.0%	-11.4%	-15.7	-1.7%
Cc1cc2c(=O)n(Cc3ccco3)c(SCC(=O)c3ccc(Cl)s3)nc2s1	28.2µM*	6.4%	?	-1.2%	-13.9%	-64.6*	1.5%
COc1cc(Br)cc2cc(C(=O)N3CCN(C(=O)c4ccco4)CC3)c(=O)oc12	13.7%	-19.7%	6.7%	?	-1.6%	12.4	0.0%

High-throughput results deposited in PubChem BioAssay by National Center for Advancing Translational Sciences (NCATS).
